CHRM4 antagonist: human M4 muscarinic receptor antagonists, primary screen, CHO cells, Fluo-8 calcium fluorescence; actives 0.73% (n = 360,000); Muscarinic acetylcholine receptor M4 (Homo sapiens), P08173; CHO-hM4 cells, ACh EC80; inhibition, % at 3 µM;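 active = inhibition above its plate's cutoff, the mean inhibition of sample wells plus 3 SD, cut at about 27% in these data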;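 note: 0% = acetylcholine EC80 with DMSO and 100% = DMSO without agonist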
Target sequence (P08173 whole entry, looked up): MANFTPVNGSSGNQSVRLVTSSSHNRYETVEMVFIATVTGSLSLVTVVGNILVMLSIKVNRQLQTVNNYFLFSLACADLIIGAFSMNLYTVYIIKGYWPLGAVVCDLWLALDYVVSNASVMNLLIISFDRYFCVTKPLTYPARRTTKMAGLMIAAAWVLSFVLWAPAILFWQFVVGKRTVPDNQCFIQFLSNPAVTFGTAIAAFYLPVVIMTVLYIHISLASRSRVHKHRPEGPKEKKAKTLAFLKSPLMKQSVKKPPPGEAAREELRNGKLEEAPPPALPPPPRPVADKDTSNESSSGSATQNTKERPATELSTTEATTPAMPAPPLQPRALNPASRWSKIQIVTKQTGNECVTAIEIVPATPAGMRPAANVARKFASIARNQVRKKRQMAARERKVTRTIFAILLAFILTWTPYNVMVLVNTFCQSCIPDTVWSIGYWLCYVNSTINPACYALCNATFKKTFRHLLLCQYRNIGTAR
M5 ag: human M5 muscarinic receptor agonists, primary screen, CHO-K1 cells, Fluo-8 calcium fluorescence | Muscarinic acetylcholine receptor M5 (Homo sapiens), P08912 | CHO-K1 hM5 cells; 0% DMSO wells, 100% maximal acetylcholine response | activation, % at 3 µM | actives 0.19% (n = 360,000);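 active = activation above the run's mean over test compounds plus 3 SD, cut at about 23% in these data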;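 note: signal is peak over basal fluorescence ratio across the kinetic read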
Target sequence (P08912 whole entry, looked up): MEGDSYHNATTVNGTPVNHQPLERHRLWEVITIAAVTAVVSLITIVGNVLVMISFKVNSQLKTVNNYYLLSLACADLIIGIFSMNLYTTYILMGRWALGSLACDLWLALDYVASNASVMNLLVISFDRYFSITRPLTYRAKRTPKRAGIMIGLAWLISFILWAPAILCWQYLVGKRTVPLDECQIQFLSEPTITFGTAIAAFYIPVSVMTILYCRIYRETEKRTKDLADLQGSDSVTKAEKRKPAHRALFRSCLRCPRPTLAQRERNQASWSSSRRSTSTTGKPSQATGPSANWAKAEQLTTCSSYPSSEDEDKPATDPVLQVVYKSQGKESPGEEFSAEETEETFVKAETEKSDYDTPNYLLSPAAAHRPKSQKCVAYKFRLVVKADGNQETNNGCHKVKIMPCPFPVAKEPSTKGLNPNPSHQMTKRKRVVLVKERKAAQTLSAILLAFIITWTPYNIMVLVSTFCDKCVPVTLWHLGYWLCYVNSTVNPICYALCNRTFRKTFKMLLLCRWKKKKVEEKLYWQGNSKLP
CHRM4 agonist: human M4 muscarinic receptor agonists, primary screen, CHO-K1 cells, Fluo-8 calcium fluorescence | actives 0.14% (n = 360,000) | activation, % at 3 µM | AID 624127, 2012 | Muscarinic acetylcholine receptor M4 (Homo sapiens), P08173 | CHO-K1 hM4/Gqi5; vehicle 0%, full acetylcholine response 100%;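 active = activation above the run mean over all test wells plus 3 SD, cut at about 32% in these data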;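 note: peak over basal fluorescence ratio per well then scaled between controls; 0% = DMSO wells and 100% = acetylcholine at EC100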
M1 PAM parental: nonselective calcium activators in parental CHO-K1 cells, primary screen, counter-screen for M1 PAM project, cell-based, Fluo-8 calcium fluorescence, full deck, 1536-well. ATP EC20; 0% at ATP EC20, 100% at ATP max. activation, % at 3 µM. actives 0.02% (n = 360,000). AID 602247, 2012;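 active = activation above the run cutoff, the mean activation of all test compounds plus 3 SD, cut at about 40% in these data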;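 note: peak over basal fluorescence ratio in a 140 s read after ATP addition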
M1 ag parental: counter-screen for M1 agonists: effect in parental CHO-K1 cells; Fluo-8 calcium fluorescence; scaled to maximal ATP response, vehicle zero; activation, % at 3 µM; actives 0.48% (n = 360,000); AID 602248, 2012; in the data active = activation above about 15%;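 note: untransfected CHO-K1 host cells lacking M1 receptor as counterscreen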
M4 PAM: human M4 muscarinic receptor positive allosteric modulators, primary screen, CHO-K1 cells, Fluo-8 calcium fluorescence. CHO-K1 hM4/Gqi5, ACh EC20; 0% = ACh EC20, 100% = maximal ACh. activation, % at 3 µM. actives 0.4% (n = 360,000). AID 624126, 2012;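 active = activation above its plate's cutoff, the mean activation of sample wells plus 3 SD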; note: some results filed as inactive read as strong as hits
CHRM5 PAM: human M5 muscarinic receptor positive allosteric modulators, primary screen, CHO-K1 cells, Fluo-8 calcium fluorescence. actives 0.3% (n = 360,000). CHO-K1 hM5, ACh EC20 PAM; 0% = ACh EC20, 100% = ACh EC100. activation, % at 3 µM. Muscarinic acetylcholine receptor M5 (Homo sapiens), P08912;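 active = activation above the run cutoff, the mean activation of all test compounds plus 3 SD, cut at about 18% in these data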
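Probe or stimulus: acetylcholine, EC20 level; Assay system: human M5 receptor in CHO-K1 cells; Schedule: compound preincubation 140 s before EC20 acetylcholine addition; Technique: intracellular calcium via Fluo-8 fluorescence; Dosing: single-point, 3 µM nominal; Read-out basis: percent activation from peak-over-basal fluorescence ratio, scaled EC20-to-EC100 acetylcholine; Repeats: one well per compound, no replicates.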
M5 antag: human M5 muscarinic receptor antagonists, primary screen, CHO cells, Fluo-8 calcium fluorescence. actives 0.59% (n = 360,000). inhibition, % at 3 µM. Muscarinic acetylcholine receptor M5 (Homo sapiens), P08912. AID 624040, 2012. CHO-hM5 cells, ACh EC80;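 active = inhibition above a per-plate cutoff, the mean of that plate's test compounds plus 3 SD, cut at about 27% in these data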;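 note: 0% = acetylcholine EC80 with DMSO and 100% = DMSO without agonist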
CHO-K1 Ca antag: counter-screen for M1 antagonists: effect in parental CHO-K1 cells; ATP-induced calcium, Fluo-8 fluorescence; inhibition, % at 3 µM; actives 0.6% (n = 360,000);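 active = inhibition above a per-plate cutoff, the plate's mean sample inhibition plus 3 SD, cut at about 24% in these data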;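 note: 0% = DMSO plus EC80 ATP and 100% = DMSO alone without ATP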
Starred values were filed as active, the others as inactive.

`Cc1ccnc(NC(=O)c2cccc(S(=O)(=O)Nc3ccc(C)cc3C)c2)c1` gave CHRM4 antagonist -12.9, M5 ag 2.2, CHRM4 agonist 2.1, M1 PAM parental 8.7, M1 ag parental -0.6, M4 PAM 8.6, CHRM5 PAM 6.6, M5 antag 2.5 and CHO-K1 Ca antag -6.2.
Screening CC(C)n1cnnc1SCC(=O)NCC(=O)Nc1ccc(F)cc1 returned CHRM4 antagonist 4.2, M5 ag 3.3, CHRM4 agonist 1.2, M1 PAM parental -5.0, M1 ag parental 0.6, M4 PAM 7.1, CHRM5 PAM -7.7, M5 antag 9.9 and CHO-K1 Ca antag -9.4.
For O=C(N/N=C/c1[nH]c2ccccc2c1Cl)c1cccc(Br)c1 the results were CHRM4 antagonist -3.3, M5 ag -2.3, CHRM4 agonist 1.3, M1 PAM parental 7.3, M1 ag parental 0.8, M4 PAM -0.3, CHRM5 PAM 6.2, M5 antag -6.3 and CHO-K1 Ca antag -6.2.
`Cc1ccc(C(=O)N2N=C(CC(C)C)CC2(O)C(F)(F)F)o1` (centres undefined) gave CHRM4 antagonist 2.0, M5 ag -2.2, CHRM4 agonist 0.6, M1 PAM parental 15.6, M1 ag parental 9.7, M4 PAM -6.9, CHRM5 PAM -0.9, M5 antag -9.4 and CHO-K1 Ca antag 4.0.
CC1CC(C)(C)CC2(C1)NC(=O)N(CC(=O)Nc1ccc(N3CCCCC3)cc1)C2=O (centres undefined) was read as CHRM4 antagonist -4.8, M5 ag -1.7, CHRM4 agonist 0.9, M1 PAM parental -13.5, M1 ag parental 0.6, M4 PAM -1.4, CHRM5 PAM 2.4, M5 antag -2.5 and CHO-K1 Ca antag -1.0.
COc1ccc(CN2C3CCCC2CC(NC(=O)Nc2ccccc2)C3)cc1 (centres undefined) was read as CHRM4 antagonist 4.0, M5 ag -4.0, CHRM4 agonist 3.4, M1 PAM parental 4.1, M1 ag parental 0.5, M4 PAM -2.4, CHRM5 PAM -1.3, M5 antag 1.4 and CHO-K1 Ca antag -10.9.
For CC1(C(=O)Nc2cccc3c2CCCC3)CCN1C(=O)CCc1ccc(Cl)cc1Cl (centres undefined) the results were CHRM4 antagonist -20.7, M5 ag -0.9, CHRM4 agonist 0.3, M1 PAM parental 13.6, M1 ag parental 0.2, M4 PAM 4.1, CHRM5 PAM 1.1, M5 antag -3.7 and CHO-K1 Ca antag -9.6.
For Cc1ccc(NC(=O)c2cccc(OCc3c(C)noc3C)c2)c(C)c1 the results were CHRM4 antagonist -5.4, M5 ag -6.5, CHRM4 agonist 1.0, M1 PAM parental 22.4, M1 ag parental 0.5, M4 PAM -9.2, CHRM5 PAM -3.5, M5 antag -3.6 and CHO-K1 Ca antag -21.9.
COC(=O)C(CC(C)C)NC(=O)c1cc(OC)c(OC)c(OC)c1 (centres undefined) was read as CHRM4 antagonist 0.7, M5 ag -3.8, CHRM4 agonist 1.2, M1 PAM parental 23.2, M1 ag parental 1.0, M4 PAM 12.0, CHRM5 PAM -0.7, M5 antag -4.2 and CHO-K1 Ca antag -4.7.
For COC(=O)CSc1nnc(CNc2ccc(F)cc2)o1 the results were CHRM4 antagonist -2.2, M5 ag 0.4, CHRM4 agonist 1.4, M1 PAM parental 19.4, M1 ag parental -0.2, M4 PAM 3.9, CHRM5 PAM 6.7, M5 antag -1.3 and CHO-K1 Ca antag -12.4.
CC(C)CCNC(=S)NC1CCCC1 was read as CHRM4 antagonist -12.6, M5 ag -3.5, CHRM4 agonist 0.2, M1 PAM parental 16.4, M1 ag parental 0.5, M4 PAM 3.6, CHRM5 PAM 1.3, M5 antag -3.2 and CHO-K1 Ca antag -3.1.
CSc1ccc(S(=O)(=O)N2CCC(C(=O)N3CCc4ccccc4C3)CC2)cc1 was read as CHRM4 antagonist -4.0, M5 ag 4.8, CHRM4 agonist 8.4, M1 PAM parental 3.9, M1 ag parental 2.5, M4 PAM -11.0, CHRM5 PAM -2.0, M5 antag -2.6 and CHO-K1 Ca antag -13.9.
COc1ccc(NC(=O)C(c2ccc(C(F)(F)F)cc2)n2c(=O)c(-c3ccco3)nc3ccccc32)cc1 (centres undefined) was read as CHRM4 antagonist 5.4, M5 ag -0.2, CHRM4 agonist 1.3, M4 PAM -0.8, CHRM5 PAM 5.9 and M5 antag 0.3.
`O=C(CNS(=O)(=O)c1ccc(C(=O)N2CCCCC2)cc1)N1CCCCC1` gave CHRM4 antagonist 3.7, M5 ag 3.4, CHRM4 agonist 4.5, M1 PAM parental 16.8, M1 ag parental 3.1, M4 PAM -4.5, CHRM5 PAM 2.5, M5 antag -3.0 and CHO-K1 Ca antag -8.6.
Screening COc1ccccc1C1C(C(C)=O)=C(C)N=c2s/c(=C\c3cc(OC)c(OC)c(OC)c3)c(=O)n21 (centres undefined) returned CHRM4 antagonist -1.6, M5 ag -2.4, CHRM4 agonist 1.7, M1 PAM parental 7.1, M1 ag parental 0.2, M4 PAM 7.4, CHRM5 PAM -0.6, M5 antag -3.0 and CHO-K1 Ca antag -2.3.
`Cc1cccc(NC(=O)C2C3CCC4C(CCC32)C4(Cl)Cl)c1` (centres undefined) gave CHRM4 antagonist -1.5, M5 ag -0.5, CHRM4 agonist 0.3, M1 PAM parental 20.2, M1 ag parental 13.8, M4 PAM -18.0, CHRM5 PAM -8.7, M5 antag -3.5 and CHO-K1 Ca antag 1.2.
`COc1ccc(CCNC(=O)C2CCCN2S(=O)(=O)c2cccc3nsnc23)cc1OC` (centres undefined) gave CHRM4 antagonist 5.7, M5 ag -0.1, CHRM4 agonist 2.2, M1 PAM parental 6.6, M1 ag parental 1.9, M4 PAM 8.1, CHRM5 PAM 9.3, M5 antag -5.9 and CHO-K1 Ca antag -4.3.
For CCOC(=O)c1cnc(COc2ccc(OC)cc2)[nH]c1=O the results were CHRM4 antagonist -2.2, M5 ag -0.4, CHRM4 agonist 0.3, M1 PAM parental 3.8, M1 ag parental 0.2, M4 PAM -2.3, CHRM5 PAM -2.2, M5 antag 3.4 and CHO-K1 Ca antag -6.0.
For COC(=O)C1=C(N)N(c2ccccc2F)C2=C(C(=O)CC(C)(C)C2)C1c1ccc(OC)c(OC)c1 (centres undefined) the results were CHRM4 antagonist 10.6, M5 ag -4.9, CHRM4 agonist -0.3, M1 PAM parental 18.4, M1 ag parental 0.2, M4 PAM 8.4, CHRM5 PAM 7.4, M5 antag 5.2 and CHO-K1 Ca antag -1.6.
`CN(C)CCCN(C(=O)c1ccc([N+](=O)[O-])o1)c1nc2cc3c(cc2s1)OCO3` gave CHRM4 antagonist 3.4, M5 ag -4.3, CHRM4 agonist -0.1, M1 PAM parental -26.4, M1 ag parental -0.1, M4 PAM 2.2, CHRM5 PAM 2.0, M5 antag 3.1 and CHO-K1 Ca antag 6.0.
`CC(=O)c1c(C)cc(C)c(CSc2nnc(-c3ccco3)o2)c1C` gave CHRM4 antagonist 8.9, M5 ag -2.9, CHRM4 agonist 0.4, M1 PAM parental -12.3, M1 ag parental 0.3, M4 PAM -9.9, CHRM5 PAM -7.5, M5 antag 3.0 and CHO-K1 Ca antag 20.3.
O=C1c2cccc3c(N4CCCCC4)ccc(c23)C(=O)N1c1ccccn1 was read as CHRM4 antagonist -2.2, M5 ag 3.4, CHRM4 agonist 2.3, M1 PAM parental 17.9, M1 ag parental 5.0, M4 PAM 3.4, CHRM5 PAM -3.5, M5 antag 3.3 and CHO-K1 Ca antag -8.1.
For C/C(=C/CCC(C)[C@H]1CC[C@@]2(C)C3=C(CC[C@]12C)[C@@]1(C)CCC(=O)C(C)(C)[C@@H]1CC3)C(=O)O (some centres undefined) the results were CHRM4 antagonist 0.6, M5 ag 3.8, CHRM4 agonist 2.3, M1 PAM parental 16.0, M1 ag parental 1.4, M4 PAM 8.9, CHRM5 PAM 4.8, M5 antag 9.4 and CHO-K1 Ca antag -13.7.
CCN(C(=O)CN(C)Cc1c(F)cccc1Cl)c1c(N)n(Cc2ccccc2)c(=O)[nH]c1=O was read as CHRM4 antagonist -0.1, M5 ag 0.7, CHRM4 agonist -0.1, M1 PAM parental 32.5, M1 ag parental 0.7, M4 PAM 6.8, CHRM5 PAM 1.4, M5 antag 5.6 and CHO-K1 Ca antag -11.7.
For CCn1c(SCC(=O)Nc2ccc3c(c2)c2ccccc2n3CC)nnc1-c1cnccn1 the results were CHRM4 antagonist -5.6, M5 ag -2.1, CHRM4 agonist 13.4, M1 PAM parental 13.4, M1 ag parental 1.3, M4 PAM 2.5, CHRM5 PAM -2.4, M5 antag -0.9 and CHO-K1 Ca antag -27.5.
COc1ccc(CC(C(=O)Nc2cc(C)ccc2C)/C(N)=N/O)cc1 (centres undefined) was read as CHRM4 antagonist -1.4, M5 ag 1.1, CHRM4 agonist 0.1, M1 PAM parental 2.7, M1 ag parental 0.5, M4 PAM 1.0, CHRM5 PAM 2.0, M5 antag -2.3 and CHO-K1 Ca antag -2.1.
`CCN(CC(=O)Nc1ccc(C#N)cc1)CC(=O)Nc1ccc2c(c1)OCCO2` gave CHRM4 antagonist -13.0, M5 ag 0.1, CHRM4 agonist 6.0, M1 PAM parental 13.8, M1 ag parental 2.1, M4 PAM -0.7, CHRM5 PAM -6.2, M5 antag 8.5 and CHO-K1 Ca antag 2.0.
For O=C(N/N=C\c1ccc(Cl)s1)c1ccc(Cn2cccn2)o1 the results were CHRM4 antagonist 3.1, M5 ag -0.9, CHRM4 agonist 0.5, M1 PAM parental -3.7, M1 ag parental 0.3, M4 PAM 5.3, CHRM5 PAM -3.2, M5 antag 9.2 and CHO-K1 Ca antag 1.1.
Screening CCOC(=O)c1c(N2C(=O)Nc3ccccc3N2O)n[nH]c1-c1cccc(Cl)c1 returned CHRM4 antagonist -1.9, M5 ag -3.9, CHRM4 agonist 0.4, M1 PAM parental -16.2, M1 ag parental -0.5, M4 PAM -4.6, CHRM5 PAM 3.7, M5 antag -3.2 and CHO-K1 Ca antag 23.8*.
Screening CCOC(=O)C1=CCN(S(=O)(=O)c2cccc(Cl)c2)C1c1cccc(F)c1 (centres undefined) returned CHRM4 antagonist -7.0, M5 ag -5.0, CHRM4 agonist -1.1, M1 PAM parental 11.6, M1 ag parental -0.2, M4 PAM 2.3, CHRM5 PAM -7.9, M5 antag 4.5 and CHO-K1 Ca antag 11.0.
Screening COCC1CCN(Cc2nc(-c3ccc4c(c3)OCO4)no2)C1 (centres undefined) returned CHRM4 antagonist -2.0, M5 ag 2.4, CHRM4 agonist 0.6, M1 PAM parental 11.4, M1 ag parental 0.3, M4 PAM 0.4, CHRM5 PAM 5.1, M5 antag -0.4 and CHO-K1 Ca antag -7.3.

Bioassay records deposited in PubChem BioAssay by The Scripps Research Institute Molecular Screening Center.
